Source: PubChem (several laboratories)
Bim-Bcl-B: inhibitors of Bim-Bcl-B binding, primary screen, biochemical, multiplexed, human Bcl-2 family. Bcl-2-like protein 10 (Homo sapiens), Q9HD36. bead-based flow cytometry, Bim peptide-Bcl-B binding. inhibition, % at 10 µM. 190,000 tested, 0.073% active;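 note: 0% = tracer peptide without compound and 100% = reference inhibitor peptide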
Target sequence (Q9HD36 whole entry, looked up): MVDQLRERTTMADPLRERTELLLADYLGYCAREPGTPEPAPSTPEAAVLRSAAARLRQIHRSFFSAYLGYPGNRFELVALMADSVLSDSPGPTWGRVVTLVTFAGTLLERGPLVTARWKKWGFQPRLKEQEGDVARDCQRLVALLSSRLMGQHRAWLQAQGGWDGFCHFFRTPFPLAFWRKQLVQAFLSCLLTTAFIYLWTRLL
GSH fluor: compound fluorescence on glutathione beads, profiling panel, artefact control, biophysical, 488/530 nm, flow cytometry. GSH beads flow cytometry, compound fluorescence 488/530 nm; active compounds read high. fluorescence (KMESF) at 10 µM. 190,000 tested, 0.25% active. AID 1776, 2009; in the data active = fluorescence above about 89;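 note: glutathione beads carrying GST-tagged Bcl family fusion proteins plus one bare bead set; values are compound well signal with DMSO vehicle wells as background; inactives centre near 16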
Bim-Bcl-2: inhibitors of Bim-Bcl-2 binding, primary screen, biochemical, multiplexed, human Bcl-2 family | AID 950, 2007 | Bead-based flow cytometry, Bim peptide-Bcl-2 binding | Apoptosis regulator Bcl-2 (Homo sapiens), P10415 | inhibition, % at 10 µM | 190,000 tested, 0.06% active; in the data active = inhibition above about 40%;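 note: 0% = no compound wells with probe peptide and 100% = reference peptide inhibitor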
Target sequence (P10415 whole entry, looked up): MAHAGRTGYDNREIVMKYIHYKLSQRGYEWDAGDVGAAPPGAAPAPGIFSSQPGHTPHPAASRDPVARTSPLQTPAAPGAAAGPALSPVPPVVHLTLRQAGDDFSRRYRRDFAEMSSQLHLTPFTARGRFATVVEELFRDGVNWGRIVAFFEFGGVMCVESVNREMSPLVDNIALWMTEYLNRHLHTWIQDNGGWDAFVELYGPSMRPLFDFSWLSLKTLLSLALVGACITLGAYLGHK
Bim-Mcl-1: inhibitors of Bim peptide binding to Mcl-1, primary screen, biochemical, bead-based flow cytometry, multiplex | Induced myeloid leukemia cell differentiation protein Mcl-1 (Homo sapiens), Q07820 | Bim peptide-Mcl-1 binding | inhibition, % at 10 µM | 190,000 tested, 0.1% active;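 note: 0% = no compound tracer wells and 100% = peptide blocker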
RGS7-Gao: RGS7-Galphao binding modulators, primary screen, biochemical, multiplexed bead flow cytometry; AID 1439, 2008; Guanine nucleotide-binding protein G(o) subunit alpha (Homo sapiens), P09471; actives lie on both sides; binding response (% of control), % at 10 µM; 220,000 tested, 0.35% active; in the data active = binding response below about 49% or above about 150%;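 note: fluorescent Galphao held in activated GDP-AlF4 state binding bead-coupled RGS7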
Target sequence (P09471 whole entry, looked up): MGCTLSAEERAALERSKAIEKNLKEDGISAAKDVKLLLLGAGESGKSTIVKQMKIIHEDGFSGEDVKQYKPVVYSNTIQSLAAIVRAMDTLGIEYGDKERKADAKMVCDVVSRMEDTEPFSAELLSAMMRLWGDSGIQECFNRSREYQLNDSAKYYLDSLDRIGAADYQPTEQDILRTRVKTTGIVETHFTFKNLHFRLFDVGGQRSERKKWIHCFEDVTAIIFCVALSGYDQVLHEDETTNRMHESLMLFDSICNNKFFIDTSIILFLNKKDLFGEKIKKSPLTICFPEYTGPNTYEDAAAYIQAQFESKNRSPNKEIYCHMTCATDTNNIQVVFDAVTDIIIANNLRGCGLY
Bfl-1 Bim block: inhibitors of Bim binding to Bfl-1, primary screen, biochemical, multiplexed, bead-based flow cytometry. Bcl-2-related protein A1 (Homo sapiens), Q16548. 190,000 tested, 0.12% active. inhibition, % at 10 µM. Bim-Bfl-1 binding inhibition;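 note: 0% = wells without compound plus tracer and 100% = blocker peptide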
Mcl1 Bid PPI: Mcl-1/Bid binding inhibitors, primary screen, biochemical, TR-FRET, 1536-well | AID 1021, 2008 | inhibition, % at 21.7 µM | Induced myeloid leukemia cell differentiation protein Mcl-1 (Homo sapiens), Q07820 | 220,000 tested, 0.97% active | TR-FRET Mcl-1/Bid-Dy647 peptide binding;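 active = compounds that cut the binding signal by more than half at the single screening dose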;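 note: His-tagged Mcl-1 with europium anti-His antibody binding Bid BH3 peptide; 0% = Mcl-1 plus peptide wells and 100% = peptide-only wells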
RGS4-Gao reg: modulators of RGS4 binding to Galphao, primary screen, biochemical, multiplexed bead flow cytometry. actives lie on both sides. 220,000 tested, 0.33% active. Guanine nucleotide-binding protein G(o) subunit alpha (Homo sapiens), P09471. AID 1415, 2008. binding response (% of control), % at 10 µM; in the data active = binding response below about 49% or above about 150%; inactive = in between;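 note: fluorescent Galphao activated with aluminum fluoride binding bead-coupled RGS4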
RGS8-Gao: RGS8-Galphao binding modulators, primary screen, biochemical, multiplexed bead flow cytometry; Guanine nucleotide-binding protein G(o) subunit alpha (Homo sapiens), P09471; actives lie on both sides; response (percent of control binding), % at 10 µM; 220,000 tested, 0.34% active; in the data active = response below about 60% or above about 140%; inactive = in between;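 note: Galphao activated as the GDP aluminium fluoride complex binding bead-coupled RGS8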
Bim-Bcl-XL: inhibitors of Bim-Bcl-XL binding, primary screen, biochemical, multiplexed, bead flow cytometry, human Bcl-XL. Bim peptide-Bcl-XL binding, fluorescence. inhibition, % at 10 µM. 190,000 tested, 0.04% active
Bcl-W Bim block: inhibitors of Bim binding to Bcl-W, primary screen, biochemical, multiplexed, bead-based flow cytometry; AID 952, 2007; 190,000 tested, 0.02% active; inhibition, % at 10 µM; Bim peptide-Bcl-W binding;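 note: 0% = bound tracer without compound and 100% = peptide blocker; higher means less fluorescent Bim peptide bound to Bcl-W beads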
Target sequence (Q92843 whole entry, looked up): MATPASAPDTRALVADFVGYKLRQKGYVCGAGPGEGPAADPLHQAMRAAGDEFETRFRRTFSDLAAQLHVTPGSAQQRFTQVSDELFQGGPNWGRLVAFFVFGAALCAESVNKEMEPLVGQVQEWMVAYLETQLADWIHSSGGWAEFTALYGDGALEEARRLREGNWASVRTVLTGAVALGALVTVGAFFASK
Active calls of the source: *. Cut-off read from the data, not from the text of the source, unless noted: active = inhibition above about 40%. Compounds were not picked by outcome. About 1.8% of those tested had a hit in this group.

SMILES | Bim-Bcl-B | GSH fluor | Bim-Bcl-2 | Bim-Mcl-1 | RGS7-Gao | Bfl-1 Bim block | Mcl1 Bid PPI | RGS4-Gao reg | RGS8-Gao | Bim-Bcl-XL | Bcl-W Bim block
CC(C)(C)n1nnnc1C(c1ccc(Cl)cc1)N(Cc1cccnc1)Cc1ccco1 (stereo not drawn) | -6.0 | 18 | 9.0 | -2.0 | 99.3 | 1.0 | -3.1 | 100.9 | 95.8 | -2.0 | -5.0
CC(=NC1CC1)c1c(-c2ccccc2)[nH]n(-c2nc3ccccc3s2)c1=O | -2.0 | 15 | 0.0 | 0.0 | 102.5 | -2.0 | -20.5 | 100.4 | 102.8 | -6.0 | -4.0
O=C(O)c1ccc(CS(=O)(=O)c2cccc(C(F)(F)F)c2)o1 | -6.0 | 18 | 0.0 | -2.0 | 101.7 | -5.0 | -19.2 | 105.7 | 105.7 | -3.0 | -2.0
CCOC(=O)C(=O)Nc1ccc(OC)c(Cl)c1 | 0.0 | 11 | -3.0 | 1.0 | 88.4 | -6.0 | -18.7 | 97.8 | 100.5 | 1.0 | 1.0
O=[N+]([O-])c1cc(S(=O)(=O)NC2=NCCCCC2)ccc1NCC1CCCCC1 | -7.0 | 20 | -3.0 | 0.0 | 104.9 | -2.0 | -12.8 | 100.5 | 101.4 | -3.0 | -1.0
COC(=O)c1ccc(C(=O)OC)c(NC(=O)CN2CCN(c3ccc(OC)cc3)CC2)c1 | -5.0 | 21 | 0.0 | -2.0 | 99.7 | -11.0 | -24.9 | 98.0 | 98.5 | -6.0 | -3.0
O=C1C2CCCN2C(c2ccc(F)cc2)N1c1nccs1 (stereo not drawn) | -11.0 | 14 | -9.0 | -7.0 | 99.0 | -15.0 | -4.7 | 100.6 | 102.8 | -9.0 | 0.0
O=C(O)CCn1nnc(-c2cccs2)n1 | 0.0 | 16 | -2.0 | 0.0 | 100.2 | 0.0 | 6.4 | 98.7 | 103.6 | 0.0 | -1.0
CC1(C)CC(CCNC(=O)c2ccc(-n3cnnn3)cc2)CC(C)(C)N1 | -9.0 | 31 | -14.0 | -3.0 | 103.3 | -18.0 | 3.2 | 102.0 | 100.2 | -6.0 | -2.0
N#Cc1ccc(Oc2cccc(C(=O)O)c2)cc1C#N | -4.0 | 36 | -4.0 | -3.0 | 100.3 | -9.0 | 8.8 | 102.5 | 102.9 | 7.0 | 0.0
COc1ccc(/C=C(/NC(=O)c2ccccc2)c2nc3ccc(Cl)cc3[nH]2)cc1OC | -9.0 | 15 | -17.0 | 0.0 | 94.9 | -8.0 | -4.5 | 97.5 | 99.3 | -5.0 | 0.0
CCCCN(CC)C(=O)c1n[nH]c(=O)c2ccccc12 | -8.0 | 23 | -9.0 | -1.0 | 95.2 | -18.0 | -12.9 | 98.4 | 100.7 | 0.0 | -3.0
COC(=O)c1sc2ncccc2c1OCc1ccccc1Cl | -1.0 | 12 | -4.0 | -3.0 | 96.3 | -4.0 | 9.2 | 98.3 | 97.8 | -2.0 | -1.0
CCC(=O)Nc1cc(C(=O)O)ccc1Sc1ccccc1 | -1.0 | 68 | 0.0 | -2.0 | 101.2 | 0.0 | -3.2 | 102.2 | 99.5 | -2.0 | -2.0
Cn1c(C(=O)O)c(CC(=O)Nc2ccccc2F)c2ccccc21 | -6.0 | 18 | -9.0 | -1.0 | 97.1 | -15.0 | -6.6 | 100.8 | 101.2 | -4.0 | -3.0

Of the compounds above, 2 contain a furan ring, fused or not.
SMILES | Bim-Bcl-B | GSH fluor | Bim-Bcl-2 | Bim-Mcl-1 | RGS7-Gao | Bfl-1 Bim block | Mcl1 Bid PPI | RGS4-Gao reg | RGS8-Gao | Bim-Bcl-XL | Bcl-W Bim block
CC(C)(C)n1nnnc1C(c1ccc(Cl)cc1)N(Cc1cccnc1)Cc1ccco1 (stereo not drawn) | -6.0 | 18 | 9.0 | -2.0 | 99.3 | 1.0 | -3.1 | 100.9 | 95.8 | -2.0 | -5.0
O=C(O)c1ccc(CS(=O)(=O)c2cccc(C(F)(F)F)c2)o1 | -6.0 | 18 | 0.0 | -2.0 | 101.7 | -5.0 | -19.2 | 105.7 | 105.7 | -3.0 | -2.0

Other structures:
SMILES | Bim-Bcl-B | GSH fluor | Bim-Bcl-2 | Bim-Mcl-1 | RGS7-Gao | Bfl-1 Bim block | Mcl1 Bid PPI | RGS4-Gao reg | RGS8-Gao | Bim-Bcl-XL | Bcl-W Bim block
NCCCC[C@@H]1NC(=O)c2cc([N+](=O)[O-])cc(I)c2SC[C@@H](C(N)=O)NC(=O)[C@H](Cc2ccc(O)cc2)NC1=O | 21.0 | 12 | 8.0 | -2.0 | 105.8 | 10.0 | 30.4 | 104.4 | 105.2 | 1.0 | 5.0
CCC1=NN2C(=N)/C(=C\c3cccn3-c3ccc(C)cc3C)C(=O)N=C2S1 | 3.0 | 12 | 2.0 | 3.0 | 88.9 | 4.0 | -15.9 | 86.3 | 87.8 | -1.0 | 1.0
Cc1cc(NC(=O)C2CC(c3ccccc3Cl)=NO2)no1 (stereo not drawn) | -3.0 | 17 | -5.0 | 0.0 | 100.7 | -14.0 | -27.6 | 104.3 | 104.0 | -5.0 | 3.0
COC(=O)c1ccc2c(=O)n(CCCCCC(=O)NCc3ccccc3)c(=O)[nH]c2c1 | 11.0 | 38 | 12.0 | 27.0 | 100.9 | 5.0 | 18.4 | 100.0 | 109.0 | 5.0 | 3.0
Cc1cc(Br)ccc1NC(=O)C1CCCO1 (stereo not drawn) | -10.0 | 32 | -9.0 | -1.0 | 99.6 | -14.0 | -4.0 | 100.9 | 99.9 | -6.0 | 0.0
Cc1nc(Nc2ccc(Cl)c(Cl)c2)sc1C(=O)Nc1ccccc1 | -16.0 | 17 | -8.0 | -25.0 | 99.0 | -3.0 | -9.8 | 101.0 | 103.3 | -12.0 | -13.0
CNC(=S)N1N=C(c2ccc(C)cc2)CC1c1ccc(OC)cc1 (stereo not drawn) | -7.0 | 19 | -6.0 | -2.0 | 99.5 | -9.0 | 1.9 | 92.0 | 101.2 | -3.0 | 0.0
CC(=O)Nc1cccc(C(=O)/C=C/c2ccc(Br)cc2)c1 | -3.0 | 6 | 2.0 | -3.0 | 97.2 | 3.0 | 23.0 | 98.3 | 95.7 | -2.0 | 0.0
CCOc1cc(C(N)=O)cc(Br)c1OCC | 0.0 | 16 | -7.0 | -1.0 | 100.5 | -10.0 | 2.0 | 101.3 | 102.5 | -2.0 | 4.0
C=CCN(CC=C)C(=O)CN1C(=O)c2ccccc2C1=O | -4.0 | 24 | -8.0 | -4.0 | 102.8 | -17.0 | -9.0 | 102.0 | 103.3 | -10.0 | -3.0
COc1ccc(OC)c(NC(=S)NCc2cccs2)c1 | -5.0 | 6 | 1.0 | -5.0 | 112.2 | -1.0 | -4.5 | 106.8 | 100.2 | -4.0 | -3.0
COC(=O)c1ccc(NC(=S)N2CCN(Cc3ccccc3OC)CC2)cc1 | -18.0 | 14 | -5.0 | -6.0 | 98.7 | -4.0 | -66.2 | 99.4 | 101.5 | -5.0 | -4.0
Cc1ccccc1C(=O)N1CCN(c2ccc(NC(=O)c3cccnc3)cc2)CC1 | -4.0 | 21 | -3.0 | 0.0 | 104.5 | -3.0 | -24.6 | 101.2 | 100.1 | -3.0 | 0.0
CC(C(=O)Nc1cc([N+](=O)[O-])ccc1Cl)N1CCN(c2ccccc2O)CC1 (stereo not drawn) | -2.0 | 16 | -4.0 | -5.0 | 101.3 | -9.0 | -9.2 | 100.6 | 106.3 | -6.0 | 0.0
CCC(=O)Nc1ccc(C(=O)NNC(=O)C(c2ccccc2)c2ccccc2)cc1 | -8.0 | 15 | -4.0 | -2.0 | 97.4 | -8.0 | -13.7 | 93.4 | 94.2 | -5.0 | -5.0
O=C(CSC1=NC2(CCCCC2)N=C1c1ccccc1)Nc1ccc2c(c1)OCCO2 | -3.0 | 18 | -2.0 | -3.0 | 113.6 | 0.0 | 8.8 | 109.1 | 114.8 | 0.0 | -1.0
COc1ccc(CNC(=S)Nc2cccc(C)c2)cc1 | -2.0 | 43 | -2.0 | -7.0 | 98.0 | 1.0 | -112.5 | 99.0 | 96.5 | -10.0 | 0.0
CCOC(=O)c1c(C)nc2sc(C(N)=O)c(N)c2c1-c1ccccc1 | -12.0 | 34 | -12.0 | -6.0 | 100.3 | -17.0 | -19.2 | 99.8 | 101.8 | -14.0 | 0.0
C=CCc1ccccc1OCC(O)CN1CCN(c2ccc(C)cc2)CC1 (stereo not drawn) | -8.0 | 46 | -7.0 | -1.0 | 98.0 | -11.0 | -13.3 | 102.9 | 103.4 | -10.0 | 0.0
c1ccc(CO/N=C(\c2ccc(C3CC3)nc2)C2CC2)cc1 | -3.0 | 11 | -3.0 | -6.0 | 99.8 | -1.0 | 1.3 | 98.2 | 96.3 | -1.0 | -3.0
CCOC(=O)CSc1nc(N)nc(C)c1Br | 1.0 | 22 | 3.0 | 1.0 | 96.6 | 0.0 | -11.6 | 97.4 | 91.8 | 1.0 | -1.0
O=C(NCc1cccnc1)c1csc2c1CCCC2 | -2.0 | 5 | 0.0 | -3.0 | 104.8 | 0.0 | -15.3 | 102.7 | 102.0 | -7.0 | -1.0
CN(C)S(=O)(=O)c1ccc(NC(=O)/C=C/c2ccccc2Cl)cc1 | -6.0 | 11 | -8.0 | -1.0 | 96.5 | -6.0 | -26.7 | 92.1 | 94.6 | -4.0 | -3.0
O=C(CCCOc1ccccc1)NC1CCCc2ccccc21 (stereo not drawn) | -3.0 | 5 | -2.0 | -4.0 | 97.9 | -2.0 | -14.2 | 96.2 | 101.2 | -4.0 | -1.0
Cc1ccccc1N(CC(=O)NC1CCCC1)C(=O)C1(C)CC(=O)N=C2C=CC=CN21 (stereo not drawn) | 0.0 | 18 | 4.0 | 3.0 | 101.2 | 1.0 | -6.3 | 100.1 | 101.1 | -4.0 | 1.0
O=C(N/N=C/c1ccc[nH]1)c1ccccc1O | -4.0 | 9 | -5.0 | -1.0 | 98.0 | -5.0 | -107.5 | 103.0 | 100.7 | -4.0 | -1.0
CCOC(=O)C1CCN(C(C(=O)Nc2ccc3c(c2)OCCO3)c2ccccc2)CC1 (stereo not drawn) | -1.0 | 15 | 0.0 | 1.0 | 98.8 | 0.0 | 10.1 | 96.3 | 100.9 | -3.0 | 0.0
Cc1ccc(N2C(=O)C(NC(=O)c3ccccc3)(C(F)(F)F)C3=C2CC(C)(C)CC3=O)cc1 (stereo not drawn) | -1.0 | 22 | 1.0 | 0.0 | 105.5 | 0.0 | -20.5 | 104.5 | 106.9 | 0.0 | -1.0
NC(=O)c1sc2nc3c(c(-c4ccco4)c2c1N)CCC3 | 7.0 | 5 | 2.0 | 10.0 | 97.5 | 8.0 | -25.6 | 97.7 | 96.8 | 14.0 | 12.0
